# Bioassay records (PubChem BioAssay)
# PHOSPHO1 inh = blocks human PHOSPHO1 phosphatase activity. Q8TCT1. recombinant PHOSPHO1, absorbance phosphatase assay. inhibition, % at 13.3 µM. actives 1.1% (n = 290,000). AID 1565; in the data active = inhibition above about 60%
# p-CIP stab down = compounds decreasing mouse p/CIP protein stability. F442A p/CIP-EGFP cells, EGFP fluorescence, 16 h. decrease of EGFP signal, % at 10 µM. actives 0.01% (n = 290,000);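 active = EGFP signal decrease of at least 30% at 10 µM or well 3 SD below plate mean, unless failing retest; inactive = the rest, including hits failing retest or dose response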; also: some compounds called inactive have numbers as strong as hits; many of its hits are not listed in these tables
# IMP-1 inhibitor = inhibitors of Pseudomonas aeruginosa IMP-1 metallo-beta-lactamase; purified IMP-1, nitrocefin hydrolysis, epi-absorbance fluorescence; inhibition, % at 5.6 µM; actives 0.45% (n = 290,000); AID 1556;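 active = inhibition above the mean plus 3 SD of all compounds in the same screening run, cut at about 4.5% in these data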;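 also: 0% = IMP-1 with DMSO and 100% = DMSO wells lacking enzyme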
#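 System – purified recombinant IMP-1 beta-lactamase · Input – IMP-1 dispensed at 0.2 nM · Timing – 15 min preincubation plus 25 min reaction at 25 °C · Signal – Epi-absorbance fluorescence, 480 nm excitation, 530 nm emission · Measure – percent IMP-1 inhibition derived from blank-referenced optical density · Controls – Enzyme-plus-DMSO low control, enzyme-free DMSO high control · Replication – singlicate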
# MEKK3 PB1 HTS = MEKK3-MEK5 PB1 interaction, increase or decrease; actives 1.4% (n = 290,000); binding response (% of control), % at 10 µM; bead-based flow cytometry, Alexa488-MEK5 binding to MEKK3; actives lie on both sides; 0 = blocked by unlabeled MEK5, 100 = vehicle;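 active = binding response more than 3 SD above or below the average of its plate-row segment, actives on both sides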;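 also: Alexa488 bead fluorescence after subtracting the streptavidin-only scavenger bead signal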
# IDE cell activ = boosts human insulin-degrading enzyme activity in HEK cells; P14735; FAbeta-B cleavage, fluorescence polarization; 0% vehicle, 100% cell-free pure enzyme wells; activation, % at 5.96 µM; actives 0.073% (n = 340,000); AID 493087;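 active = activation above the mean of all tested compounds plus 3 SD, set per screening campaign, cut at about 17% in these data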
# Target sequence (P14735 whole entry, looked up): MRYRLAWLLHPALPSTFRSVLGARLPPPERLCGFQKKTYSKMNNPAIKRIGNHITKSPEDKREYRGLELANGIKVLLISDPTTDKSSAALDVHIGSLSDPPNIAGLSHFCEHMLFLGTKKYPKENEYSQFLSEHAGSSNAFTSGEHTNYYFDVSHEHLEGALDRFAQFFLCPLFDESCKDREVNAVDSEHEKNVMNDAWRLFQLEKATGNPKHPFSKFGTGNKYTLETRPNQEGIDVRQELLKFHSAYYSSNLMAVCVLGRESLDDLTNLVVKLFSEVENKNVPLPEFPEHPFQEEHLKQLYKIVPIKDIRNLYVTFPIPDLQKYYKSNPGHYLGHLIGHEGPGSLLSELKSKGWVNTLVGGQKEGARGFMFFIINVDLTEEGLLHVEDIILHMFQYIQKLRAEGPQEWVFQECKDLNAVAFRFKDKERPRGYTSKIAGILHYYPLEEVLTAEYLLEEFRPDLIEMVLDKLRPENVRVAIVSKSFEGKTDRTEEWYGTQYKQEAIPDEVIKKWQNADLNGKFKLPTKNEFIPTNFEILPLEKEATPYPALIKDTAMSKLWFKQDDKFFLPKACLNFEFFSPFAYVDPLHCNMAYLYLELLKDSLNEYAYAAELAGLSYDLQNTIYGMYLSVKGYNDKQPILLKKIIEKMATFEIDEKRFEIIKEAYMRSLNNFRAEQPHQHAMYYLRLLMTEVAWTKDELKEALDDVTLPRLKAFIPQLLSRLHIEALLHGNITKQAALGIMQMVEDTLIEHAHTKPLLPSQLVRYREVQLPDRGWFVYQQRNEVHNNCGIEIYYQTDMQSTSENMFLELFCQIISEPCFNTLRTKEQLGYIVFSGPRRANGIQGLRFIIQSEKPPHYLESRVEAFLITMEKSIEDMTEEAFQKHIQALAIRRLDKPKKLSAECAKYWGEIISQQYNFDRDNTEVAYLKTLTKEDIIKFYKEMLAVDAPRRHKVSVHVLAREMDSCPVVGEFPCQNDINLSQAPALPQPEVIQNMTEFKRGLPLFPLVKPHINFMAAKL
# SUMO HTRF inh = SUMOylation inhibition. inhibition, % at 35 µM. HTRF SUMOylation assay, SAE1/SAE2 + UBC9, in vitro. actives 0.36% (n = 290,000). P63279; in the data active = inhibition above about 50%, passing the limit was not always enough; also: strong numbers were not always called active
# HCV NS3 hel inh = HCV NS3 helicase inhibition; NS3 helicase DNA unwinding, Cy5 molecular beacon fluorescence; inhibition, % at 10.9 µM; actives 0.56% (n = 290,000); AID 1800;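 active = inhibition above the mean of all tested compounds plus 3 SD, set per campaign, cut at about 35% in these data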;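 also: 0% = DMSO wells and 100% = thioflavine S control wells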
#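 System: Hepatitis C virus NS3 helicase domain fragment enzyme | Reagent: Annealed dual-labelled DNA beacon duplex, ATP-started | Compound dosing: 10.9 µM single point, 0.8% DMSO | Incubation: 1 h reaction at 25 °C, ATP-initiated | Technique: Cy5 fluorescence | Evaluation: Percent inhibition from t60/t0 fluorescence ratio | Benchmarks: Low DMSO, high thioflavine S at 110 µM | Replication: Singlicate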
# VIM-2 inhibitor = inhibitors of Pseudomonas aeruginosa VIM-2 metallo-beta-lactamase | purified VIM-2, nitrocefin hydrolysis, epi-absorbance fluorescence | inhibition, % at 5.6 µM | actives 0.89% (n = 290,000) | AID 1527;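 active = inhibition above the mean of all tested compounds plus 3 SD, cutoff set per screening run, cut at about 7.5% in these data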;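 also: red hydrolysis product quenches plate fluorescence so inhibitors raise well fluorescence; 0% = enzyme with DMSO and 100% = DMSO without enzyme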
# DNA FID counter = counter-screen for HCV NS3 helicase inhibitors: DNA intercalator displacement | DNA fluorescent intercalator displacement, fluorescence | inhibition, % at 7.9 µM | actives 0.17% (n = 290,000) | AID 1845; in the data active = inhibition above about 37%;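 also: 0% = vehicle and 100% = reference compound; higher means more ethidium bromide displaced from hairpin DNA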
# An asterisk follows results filed as active; / = no result given. The list is partial; rates above refer to the full screens.
SMILES,PHOSPHO1 inh,p-CIP stab down,IMP-1 inhibitor,MEKK3 PB1 HTS,IDE cell activ,SUMO HTRF inh,HCV NS3 hel inh,VIM-2 inhibitor,DNA FID counter
Cn1c(=O)c2ncn(CC(=O)NC3CCCCCC3)c2n(C)c1=O,84*,2,-0.5,102,3,18,2,-2.6,0
CCCNC(=O)c1c(N)n(-c2cccc(OC)c2)c2nc3ccccc3nc12,14,-15,1.1,96,1,11,-9,0.6,-2
COC(=O)c1cc(C)ccc1OCc1ccc([N+](=O)[O-])cc1,13,4,-1.6,93,5,8,7,0.4,-2
COc1cccc(N2C(=O)C3CCCN3C2c2ccc(N(C)C)cc2)c1 (stereo not given),-4,-3,-1.7,100,3,-8,-8,1.6,-2
O=C(Cc1ccccc1)NC(NC(=S)Nc1cc(Cl)ccc1Cl)C(Cl)(Cl)Cl (stereo not given),20,-11,-2.7,108,1,38,2,-2.4,-3
Cc1cc(CNC(=O)c2ccc3oc(C(C)C)nc3c2)nn1C,-4,-8,-0.9,94,5,16,-4,0.2,-17
Cc1cccc(N(CC(=O)NC2CCCC2)C(=O)CCC(=O)Nc2cc(C)on2)c1,32,0,-4.1,104,-2,-9,0,-0.6,-37
COC(=O)[C@H](CC(C)C)NCc1cccc(CN[C@@H](CC(C)C)C(=O)OC)c1,-2,-2,-2.1,105,-2,-7,-18,-0.4,-1
CC1(C)CC(=O)C2=C(C1)OC(N)=C(C#N)C2Cc1ccccc1 (stereo not given),-38,-4,-0.6,90,9,-11,21,-2.6,-5
Cc1c(NC(=O)C(C)OC(=O)CNC(=O)c2ccccc2)c(=O)n(-c2ccccc2)n1C (stereo not given),9,1,-2.6,100,4,0,11,-3.4,-6
CC1CCC(C(C)C)C(OC(=O)COC(=O)c2ccc(=O)[nH]c2)C1 (stereo not given),4,13,-0.9,85,-3,18,5,-1.0,-30
CC12CC3CC(C)(C1)CC(C(O)CN1CCOCC1)(C3)C2 (stereo not given),/,-16,-0.2,104,-1,13,7,-1.7,4
O=C(COc1cccc(Br)c1)N/N=C1\CCSC1,21,-13,-2.7,100,-2,16,-2,1.6,1
Cc1ccc(N2C(=O)CC(N3CCN(c4ccc(F)cc4)CC3)C2=O)c(C)c1 (stereo not given),-7,-8,-4.0,102,-2,2,0,-1.6,-19
Cc1oc2c(c1C(=O)Nc1cccc3ccccc13)CCCC2,11,0,-1.8,97,5,14,-3,-0.1,-10
CCOC(=O)N1CCC(NC(=O)c2ccc(Cl)cc2)CC1,32,4,-1.8,96,5,6,2,-1.5,-7
O=C(CCC1CCCCC1)Nc1ccccc1C(=O)N1CCOCC1,50,-9,-0.6,104,2,9,11,0.8,-8
COc1cc2[nH]c3c(N4CCC(C(N)=O)CC4)ncnc3c2cc1OC,6,1,-2.7,/,/,13,7,-0.4,5
NS(=O)(=O)c1ccc(NC(=S)N2CCC(Cc3ccccc3)CC2)cc1,11,6,-3.5,104,1,0,-3,-3.5,-12
CCCn1c(SCC(=O)NC(C)C23CC4CC(CC(C4)C2)C3)n[nH]c1=O (stereo not given),3,7,-4.9,107,-7,0,2,-3.9,-16
O=C(Nc1ccccc1C(=O)NCC1CCCO1)c1ccc(Cl)cc1 (stereo not given),48,-7,-1.5,107,0,8,-11,-3.1,-15
Cc1nn(C)cc1C(C(=O)NC1CCCCC1)N(CCc1ccccc1)C(=O)c1cnccn1 (stereo not given),56,-5,-1.1,91,-5,3,4,-0.7,-19
Cc1nnc(N2C(=O)C(O)=C(C(=O)c3ccco3)C2c2ccc(C(C)C)cc2)s1 (stereo not given),9,-13,-3.3,106,2,10,32,-2.8,-14
COc1cccc2c1Oc1ncccc1N(C(=O)CCC(=O)NCc1ccccc1F)C2,12,-10,-1.5,97,8,15,4,-1.1,-31
Cc1ccc(/C=N/NC(=O)c2ccccc2OCc2ccc(F)cc2)o1,-7,-4,2.0,96,2,14,3,0.2,-16
# Next results follow:
SMILES,PHOSPHO1 inh,p-CIP stab down,IMP-1 inhibitor,MEKK3 PB1 HTS,IDE cell activ,SUMO HTRF inh,HCV NS3 hel inh,VIM-2 inhibitor,DNA FID counter
Cn1c(CCNC(=O)c2ccccc2F)nnc1SCC(=O)Nc1ccccc1F,-5,5,-2.3,103,2,-2,9,-2.7,-6
COc1cccc(-c2nn(-c3ccccc3)cc2CN(C)Cc2ccno2)c1,-15,7,-1.1,101,1,6,-20,-1.9,-11
CCCCCCOC(=O)Cc1c(C)nc(-c2ccccc2)[nH]c1=O,-14,-9,-3.0,104,2,6,5,-3.0,-5
N#C/C(=C\c1c(N2CCC(C(N)=O)CC2)nc2ccccn2c1=O)C(=O)NCc1ccco1,8,4,-5.2,103,1,32,2,-3.1,-2
Cc1nn(C2CCCO2)c(=O)nc1N (stereo not given),16,-12,-3.4,105,/,17,5,-3.5,-2
CCOC(=O)C(C)Oc1ccc2c(CC)cc(=O)oc2c1C (stereo not given),-9,-2,-0.9,89,2,6,-6,-2.0,-16
Cc1ccc(C)c(OCc2nnc(NC(=O)c3ccco3)s2)c1,7,0,-2.5,97,-1,17,-7,-0.2,2
COC(=O)c1ccccc1NS(=O)(=O)c1ccc(O)c(C(=O)O)c1,-23,3,-1.1,101,-1,5,7,0.1,-18
CC(C)c1nnc(NC(=O)C2CCCN2S(=O)(=O)c2ccc(Cl)cc2)s1 (stereo not given),2,-13,-0.4,100,6,20,2,-0.7,-7
N#C/C(C(=O)N1CCOCC1)=C1/SC(Cc2ccccc2)C(=O)N1c1ccccc1 (stereo not given),5,-15,-1.8,89,3,27,1,-2.2,-16
Cc1ccc(-c2nc(CS(=O)(=O)CC(=O)NC3CCCCCC3)c(C)o2)cc1,22,5,-0.9,93,4,-6,-9,0.9,-41
CCOc1ccc(NC(=S)NNC(=O)c2cc(Br)ccc2Cl)cc1,-77,1,-0.8,85,0,-110,6,-2.2,-21
CCC(=O)Nc1c(-c2ccccc2)c(=O)c2ccccc2n1C,-2,-14,-1.1,103,2,21,-8,0.6,-1
COc1ccc(C(=O)OC(C)C(=O)NC(C)CCc2ccccc2)cc1OC (stereo not given),37,1,-3.0,105,6,9,-10,-2.8,-29
COc1ccc(-n2c(=S)[nH]c3ccccc32)cc1,32,5,-3.0,102,0,-2,-3,-5.1,-6
CC(=O)c1cc(O)c2ccccc2c1O,-23,-2,-2.7,96,-2,48,12,1.4,-5
CCCCCCCCC[n+]1cccc2c3ccccc3ccc21,-3,4,-0.4,106,5,32,-81,1.0,30
O=C(c1ccc2c(=O)n3c(nc2c1)CCCCC3)N1CCN(c2cccc(Cl)c2)CC1,-4,-7,-4.1,104,-28,-1,-6,-2.5,-56
O=S1(=O)CCC(NC(=S)NC2CCS(=O)(=O)C2)C1 (stereo not given),-4,-8,0.0,94,-3,-4,1,0.5,2
O=C(CCCl)Nc1nnc(SCC(=O)NC2CCCC2)s1,12,5,-2.7,101,0,-7,-1,-2.5,-6
CCN(CCC(=O)O)c1ccccc1,3,-2,-1.4,98,4,17,-1,-1.5,-3
COc1ccc(CCNC(=O)c2noc(C)c2[N+](=O)[O-])cc1OC,42,-4,-1.8,101,-3,13,9,-1.7,-2
CCC(C)N(C(=O)CSc1ccc(NC(C)=O)cc1)C1CCS(=O)(=O)C1 (stereo not given),-7,-13,1.2,81,4,10,5,0.8,-6
Cc1nc2c(c3c1[nH]c1ccccc13)C(=O)CC(C)(C)C2,51,-13,-1.8,87,7,16,-5,2.2,13
CC(C)(C)c1cc(/C=N/NC(=O)C[n+]2ccccc2)cc(C(C)(C)C)c1O,-6,-5,-3.4,105,2,10,-43,-4.1,12
# Continued:
SMILES,PHOSPHO1 inh,p-CIP stab down,IMP-1 inhibitor,MEKK3 PB1 HTS,IDE cell activ,SUMO HTRF inh,HCV NS3 hel inh,VIM-2 inhibitor,DNA FID counter
COC(=O)c1cccc(S(=O)(=O)N(Cc2ccco2)Cc2cc3cc(OC)ccc3[nH]c2=O)c1,18,-13,-1.1,99,-1,-6,-1,-4.8,-5
O=C(N/C(=C\c1cn(-c2ccccc2)nc1-c1ccc(Cl)cc1)C(=O)N1CCOCC1)c1ccccc1,-14,2,-3.4,76,/,0,8,-1.1,0
Cc1ccccc1CSc1ncc(C#N)c(N)n1,-1,1,0.1,/,-5,14,0,-0.4,1
N#Cc1ccccc1Sc1ccccc1C(=O)Nc1ccc(Br)cc1,19,-5,-2.0,/,4,-14,-17,-0.3,1
COC(=O)CSc1nc(N)c(C#N)c(-c2ccco2)c1C#N,35,3,-3.7,93,4,3,4,1.4,2
O=[N+]([O-])c1ccc(OCCO)c(P(=O)(c2ccccc2)c2ccccc2)c1,8,-5,-3.2,100,2,-1,15,-2.4,-22
COc1cccc(OC)c1C(=O)Nc1ccc([N+](=O)[O-])cn1,30,10,-3.9,112,2,-5,-4,-0.1,0
COc1ccc(N2C(=O)CC(N(Cc3ccco3)C(=O)CCC(=O)O)C2=O)cc1 (stereo not given),45,-2,-2.5,96,-6,-5,7,-3.3,7
O=C(NCc1ccccc1Cl)C1CCCN1C(=O)NC1CCCCC1 (stereo not given),8,-9,-3.4,106,-1,-2,-6,-0.8,-7
CCOc1cnc(-c2ccc(Cl)cc2)o1,18,-9,-2.0,104,1,-9,3,-2.4,-13
CCOC(=O)/C(C#N)=C1/C=CN(C)C=N1,34,-12,-1.2,102,7,-15,0,-2.8,4
Cc1ccc(NC(=O)CCNS(=O)(=O)c2ccc3c(c2)c(=O)n(C)c(=O)n3C)cc1C,-7,-1,-2.8,104,-2,2,-17,-2.1,-1
CC(COc1cccc2ccccc12)CN1CCN(C)CC1 (stereo not given),-47,-4,-2.5,105,-9,6,19,22*,8
O=C(CCNS(=O)(=O)c1cccc2nsnc12)NCc1ccccc1,20,3,-5.2,95,-2,-5,9,-5.1,-5
Cc1cc(C)n(CC(=O)Nc2ccc([N+](=O)[O-])cc2)n1,25,-18,-2.1,103,-2,13,-16,-1.5,5
O=C(CCCCCN1C(=O)c2cccc([N+](=O)[O-])c2C1=O)Nc1ccccc1F,9,-10,-0.2,97,-3,8,0,-1.0,-3

# A second format for part of the listing above.
# Second line of a record: PHOSPHO1 inh, p-CIP stab down, IMP-1 inhibitor, MEKK3 PB1 HTS, IDE cell activ, SUMO HTRF inh, HCV NS3 hel inh, VIM-2 inhibitor, DNA FID counter
- O=C(CCCCCN1C(=O)c2cccc([N+](=O)[O-])c2C1=O)Nc1ccccc1F
    9, -10, -0.2, 97, -3, 8, 0, -1.0, -3
- CCOc1cnc(-c2ccc(Cl)cc2)o1
    18, -9, -2.0, 104, 1, -9, 3, -2.4, -13
- COC(=O)CSc1nc(N)c(C#N)c(-c2ccco2)c1C#N
    35, 3, -3.7, 93, 4, 3, 4, 1.4, 2
- COc1ccc(N2C(=O)CC(N(Cc3ccco3)C(=O)CCC(=O)O)C2=O)cc1 (stereo not given)
    45, -2, -2.5, 96, -6, -5, 7, -3.3, 7
- Cc1ccccc1CSc1ncc(C#N)c(N)n1
    -1, 1, 0.1, /, -5, 14, 0, -0.4, 1
